Screening data (PubChem)
IMPase cell inh = membrane-permeable compound that blocks inositol monophosphatase. inhibition (IP1 accumulation), % at 46.1 µM. 120,000 tested, under 10 active. P97697. CHO-M1 cells, IP1 accumulation, HTRF TR-FRET ratio; active means well fitted curve in the direction sought with a large enough effect in the signal ratio, not every such curve was filed as active; inconclusive means small, poorly fitted or top-dose-only effect, or a change in a side signal; inactive means no such curve, though single readings can be large or run the other way; the % refers to the signal ratio;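 further: cells stimulated with carbachol in lithium chloride buffer; plate controls were DMSO basal wells for no effect and reference inhibitor wells for full effect; higher means more IMPase inhibition seen as more IP1 and lower FRET ratio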
Target sequence (P97697 whole entry, looked up): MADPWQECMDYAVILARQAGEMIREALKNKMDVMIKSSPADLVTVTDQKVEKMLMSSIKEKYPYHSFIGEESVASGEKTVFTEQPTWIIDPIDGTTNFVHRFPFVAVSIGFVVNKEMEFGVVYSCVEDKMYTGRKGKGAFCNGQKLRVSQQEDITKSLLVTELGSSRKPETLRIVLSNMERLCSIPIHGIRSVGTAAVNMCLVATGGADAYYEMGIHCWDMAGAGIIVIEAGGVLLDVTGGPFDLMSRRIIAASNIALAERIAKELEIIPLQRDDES
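CHO-M1, 2000 cells/well, cultured 16–30 h; cpd up to 46 uM; carbachol (50 uM solution, stimulation buffer w/ 50 mM LiCl, pH 7.4), 30 min 37C; IP-One TR-FRET, 10 min RT; Ex 320/Em 665, 620; Hill-fit AC50.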
12-hLO inh = 12-hLO (ALOX12) enzyme inhibition; purified 12-hLO, xylenol orange hydroperoxide absorbance; Potency, µM (highest dose often 57.1 µM), inactives show at the top dose activity change, negative = inhibition, actives largely listed as inhibitors; 150,000 tested, 0.12% active; AID 1452; further: potency means the concentration at half of the fitted maximal effect; nearly all actives have a fitted effect of over 55% in size; many of its hits are not listed in these tables
Target sequence (P18054 whole entry, looked up): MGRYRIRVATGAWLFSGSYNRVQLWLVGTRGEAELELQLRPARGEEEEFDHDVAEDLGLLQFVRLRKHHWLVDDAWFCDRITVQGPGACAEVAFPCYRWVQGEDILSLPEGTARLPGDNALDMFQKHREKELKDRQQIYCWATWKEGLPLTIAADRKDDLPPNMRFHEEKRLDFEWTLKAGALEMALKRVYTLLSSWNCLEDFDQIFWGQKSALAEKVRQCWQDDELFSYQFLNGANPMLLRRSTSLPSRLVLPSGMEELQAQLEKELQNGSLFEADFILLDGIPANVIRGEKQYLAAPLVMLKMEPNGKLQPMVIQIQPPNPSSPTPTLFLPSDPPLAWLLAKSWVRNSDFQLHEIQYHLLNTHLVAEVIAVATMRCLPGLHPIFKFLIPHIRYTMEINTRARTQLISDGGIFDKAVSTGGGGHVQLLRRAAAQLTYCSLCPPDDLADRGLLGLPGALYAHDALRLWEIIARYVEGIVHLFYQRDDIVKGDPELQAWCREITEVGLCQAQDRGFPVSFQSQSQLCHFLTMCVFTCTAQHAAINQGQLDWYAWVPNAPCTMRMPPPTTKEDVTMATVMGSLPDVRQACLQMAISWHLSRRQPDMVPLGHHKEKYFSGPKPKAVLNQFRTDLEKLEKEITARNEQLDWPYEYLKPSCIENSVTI
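Lipoxygenase turnover measured by absorbance at 573 and 405 nm after Fe-XO development. Human 12hLO 150 nM, arachidonate 40 uM, pH 7.0 Hepes buffer with detergent; 15 min compound preincubation, 30 min reaction.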
PNC inhibitor = perinucleolar compartment assembly inhibition | 140,000 tested, 3.1% active | PC3M PTB-GFP, PNC prevalence imaging, 16 h; active compounds read low | activity change (PNC), negative = inhibition, % at 10 µM;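 active means readout at or below -70, meaning at least 70% loss of cells showing the perinucleolar compartment, a nuclear body marking cancer cells; inconclusive means readout between -30 and a set limit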;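 further: plate controls were DMSO wells for no effect and camptothecin positive control wells for full effect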
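PC3M cells stably expressing PTB-GFP, 750–1000 cells/well, treated 16 h at 37 °C with compound (23 nl of library stock), in duplicate. After paraformaldehyde fixation and Hoechst stain, imaged at 20x; PNC prevalence scored by image analysis.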
ALOX15B inhib = 15-hLO-2 (ALOX15B) enzyme inhibition; O15296; purified 15hLO-2, xylenol orange hydroperoxide absorbance; Potency, µM (titrated, usually from 57.1 µM), for the others: top-dose activity change, negative = inhibition, actives largely listed as inhibitors; 110,000 tested, 0.56% active; AID 881; further: potency means the concentration at half of the fitted maximal effect; nearly all actives have a fitted effect of over 60% in size; many of its hits are not listed in these tables
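Read-out: hydroperoxide product oxidises ferrous iron, measured as xylenol orange complex via the 573-to-405 nm absorbance ratio after 30 min. Reaction: 50 nM enzyme, 15 min compound preincubation, 45 uM arachidonic acid, 90 min RT, Hepes pH 7.5 with Triton X-100.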
The depositor's hits bear a star; [ ] = another dose, or the depositor's remark. Unless noted, the call rests on the fitted dose curve; in most records, active means well fitted curve in the direction sought with a large enough effect; inconclusive means small, poorly fitted or top-dose-only effect, or another doubt; inactive means no such curve, though single readings can be large; an effect the other way counts as inactive or inconclusive. Unless noted, on the % scale 0 is the no-effect control and ±100 the full control effect. Some of the compounds tested; the hit share may differ from the screen's.

What do the screens show for `CSc1oc(-c2ccco2)nc1S(=O)(=O)c1ccccc1`?
IMPase cell inh: -5; 12-hLO inh: -3%; PNC inhibitor: 20; ALOX15B inhib: -18%

What do the screens show for `Cc1ccc2nc(SCC(=O)O)nc(C)c2c1`?
IMPase cell inh: 4; 12-hLO inh: -6%; PNC inhibitor: inconclusive; ALOX15B inhib: 3%

Results for CC1(C)CC(=O)N(CC(=O)O)c2ccccc2S1(=O)=O ?
IMPase cell inh: 6; 12-hLO inh: 7%; PNC inhibitor: -18; ALOX15B inhib: 10%

How did O=C(CCNC(=O)c1ccc(Br)o1)NCc1ccccn1 do in these assays?
IMPase cell inh: 1; 12-hLO inh: 6%; PNC inhibitor: 14; ALOX15B inhib: 0%

What do the screens show for `CNC(=S)N(Cc1ccc2c(c1)OCO2)C1CC(=O)N(c2ccc(F)cc2)C1=O` (stereo not drawn)?
IMPase cell inh: 5; 12-hLO inh: -10%; PNC inhibitor: 3; ALOX15B inhib: 1%

Results for O=C(CNC(=S)N(Cc1ccccc1)Cc1cccnc1)NC1CC1 ?
12-hLO inh: -2%; PNC inhibitor: 6

Results for O=C(c1cc(-c2ccccc2)nc2ccccc12)N1CCOCC1 ?
IMPase cell inh: 2; 12-hLO inh: -16%; PNC inhibitor: -5; ALOX15B inhib: 3%

How did O=C(Nc1ccccc1C(=O)NC1CCCC1)NC1CCCC1 do in these assays?
IMPase cell inh: -3; 12-hLO inh: -4%; PNC inhibitor: 32; ALOX15B inhib: 5%

How did CCOC(=O)c1cc(-c2ccc3c(c2)OCO3)nc2onc(C)c12 do in these assays?
IMPase cell inh: 5; 12-hLO inh: -9%; PNC inhibitor: inconclusive; ALOX15B inhib: -3%

Results for CCOC(=O)N1CCN(CC(O)COCc2cc(OC)c(OC)c(OC)c2)CC1 (stereo not drawn) ?
12-hLO inh: 1%; PNC inhibitor: 3

Results for Cc1cc2oc(=O)cc(-c3ccccc3)c2c(C)c1-c1ccoc1 ?
12-hLO inh: -1%[0.00818 µM]; ALOX15B inhib: -21%[0.0915 µM]

How did COc1ccc(N/C=C\C(=O)c2ccc3c(c2)OCO3)cc1 do in these assays?
IMPase cell inh: 1; 12-hLO inh: inconclusive; PNC inhibitor: -8; ALOX15B inhib: -8%

How did COC(=O)c1ccccc1NC(=O)CCNC(=O)Cn1cnc2ccccc2c1=O do in these assays?
IMPase cell inh: 5; 12-hLO inh: -6%; PNC inhibitor: -24; ALOX15B inhib: -5%

What do the screens show for `Cc1ccc2nc(SCC(=O)Nc3ccc(F)c([N+](=O)[O-])c3)[nH]c2c1`?
12-hLO inh: -3%; PNC inhibitor: 68

Results for Cc1ccc(CN(c2ccc(C(=O)Nc3cccnc3)cc2)S(C)(=O)=O)cc1 ?
IMPase cell inh: 4; 12-hLO inh: -3%; PNC inhibitor: 9; ALOX15B inhib: 9%

What do the screens show for `O=C(O)c1cccc(Cn2cccn2)c1`?
IMPase cell inh: 7; 12-hLO inh: -3%; PNC inhibitor: inconclusive; ALOX15B inhib: 9%

Results for Cc1ccc(CSCCNC(=O)c2ccc(N(C)S(=O)(=O)c3ccccc3)cc2)cc1 ?
IMPase cell inh: 17; 12-hLO inh: -12%; PNC inhibitor: 25; ALOX15B inhib: -27%

How did CCc1ccc(CN/C=C/C(=O)c2ccc(Br)cc2)cc1 do in these assays?
IMPase cell inh: -1; 12-hLO inh: -17%; PNC inhibitor: 25; ALOX15B inhib: 11%

How did COC(=O)c1cc2c(C)nn(-c3ccccc3)c2s1 do in these assays?
IMPase cell inh: 3; 12-hLO inh: -3%; PNC inhibitor: -9; ALOX15B inhib: 0%

How did CCOc1cc(S(=O)(=O)Nc2cc(C)cc(C)c2)ccc1Cl do in these assays?
IMPase cell inh: 15; 12-hLO inh: -7%; PNC inhibitor: 35; ALOX15B inhib: -5%

How did CCOC(=O)COc1ccc2nsnc2c1Cl do in these assays?
IMPase cell inh: inconclusive; 12-hLO inh: -6%; PNC inhibitor: 20; ALOX15B inhib: -4%

Results for COc1ccc(S(=O)(=O)Nc2ccc(O)c(Sc3ncn[nH]3)c2)cc1 ?
IMPase cell inh: 3; 12-hLO inh: -9%; PNC inhibitor: 276

Results for Cc1ccc(NC(=S)NNC(=O)c2ccc(N3CCOCC3)c([N+](=O)[O-])c2)cc1C ?
12-hLO inh: -12%; PNC inhibitor: -9

Results for c1ccc(CNc2ncnc3c2cnn3Cc2ccccc2)cc1 ?
IMPase cell inh: 13; 12-hLO inh: 0%; PNC inhibitor: 12

How did CC1=Nc2ccccc2/C1=C\c1nc(-c2ccc(C(F)(F)F)cc2)oc1O do in these assays?
IMPase cell inh: 3; 12-hLO inh: 1%; PNC inhibitor: inconclusive; ALOX15B inhib: -14%

How did Cc1cc(C)nc(SCC(=O)c2c(N)n(C)c(=O)n(C)c2=O)n1 do in these assays?
IMPase cell inh: 7; 12-hLO inh: 4%; PNC inhibitor: inconclusive; ALOX15B inhib: 5%

How did CCOc1ccc(C2c3cc(OC)c(OC)cc3CC(=O)N2c2ccccc2)cc1 (stereo not drawn) do in these assays?
IMPase cell inh: 7; 12-hLO inh: 1%; PNC inhibitor: 4; ALOX15B inhib: 2%

What do the screens show for `Nc1nc2ccc(O)cc2s1`?
IMPase cell inh: 1; 12-hLO inh: 9%; PNC inhibitor: 33

What do the screens show for `COc1ccc(/C(O)=C/C(=O)C(=O)Nc2c(C)n(C)n(-c3ccccc3)c2=O)cc1`?
IMPase cell inh: 0; 12-hLO inh: -8%; PNC inhibitor: 48; ALOX15B inhib: 16%

Results for O=C(O)C1C2C=CC(C2)C1C(=O)Nc1cccc(C(=O)N2CCCCC2)c1 (stereo not drawn) ?
IMPase cell inh: -3; 12-hLO inh: 1%; PNC inhibitor: -24; ALOX15B inhib: -8%

How did O=CN1CCN(C(=O)c2ccc([N+](=O)[O-])cc2)CC1 do in these assays?
12-hLO inh: 2%; PNC inhibitor: 18

What do the screens show for `COc1ccccc1CNCc1ccc(OC)c(OC)c1OC`?
IMPase cell inh: 0; 12-hLO inh: 3%; PNC inhibitor: 40

Results for O=C(NNC(=O)c1cccs1)c1ccc(Cl)c([N+](=O)[O-])c1 ?
12-hLO inh: -3%; PNC inhibitor: 4

What do the screens show for `CC(C)(C)NC(=O)CSc1nncn1NCc1ccccc1`?
IMPase cell inh: 0; 12-hLO inh: -1%; PNC inhibitor: 6; ALOX15B inhib: 0%

What do the screens show for `CCOC(=O)c1cccnc1SCC(=O)N(CC)c1cccc(C)c1`?
IMPase cell inh: 3; 12-hLO inh: 5%; PNC inhibitor: 45; ALOX15B inhib: -7%

How did O=C(O)CCCCn1c(SCc2cc(=O)n3cc(Cl)ccc3n2)nc2ccsc2c1=O do in these assays?
12-hLO inh: -5%; PNC inhibitor: inconclusive

Quoted from the entries so far for reference:
What do the screens show for `CC(C)(C)NC(=O)CSc1nncn1NCc1ccccc1`?
IMPase cell inh: 0; 12-hLO inh: -1%; PNC inhibitor: 6; ALOX15B inhib: 0%

What do the screens show for `CCOC(=O)c1cccnc1SCC(=O)N(CC)c1cccc(C)c1`?
IMPase cell inh: 3; 12-hLO inh: 5%; PNC inhibitor: 45; ALOX15B inhib: -7%

Returning to the listing, starting 2 compounds before the break.
What do the screens show for `CCOC(=O)c1cccnc1SCC(=O)N(CC)c1cccc(C)c1`?
IMPase cell inh: 3; 12-hLO inh: 5%; PNC inhibitor: 45; ALOX15B inhib: -7%

How did O=C(O)CCCCn1c(SCc2cc(=O)n3cc(Cl)ccc3n2)nc2ccsc2c1=O do in these assays?
12-hLO inh: -5%; PNC inhibitor: inconclusive

Results for Nc1cc(Cl)ccc1C(=O)OCC(=O)NC1CCS(=O)(=O)C1 (stereo not drawn) ?
IMPase cell inh: 3; 12-hLO inh: -1%; PNC inhibitor: -19; ALOX15B inhib: 1%

How did CN(C)c1ccnc(Oc2ccc(C(C)(C)C)cc2)c1C#N do in these assays?
IMPase cell inh: -10[1.84 µM]; 12-hLO inh: -5%; PNC inhibitor: 33; ALOX15B inhib: -13%[11.4 µM]

What do the screens show for `CCOC(=O)N1CCN(c2nc(-c3ccc(Cl)cc3)cs2)CC1`?
IMPase cell inh: -2; 12-hLO inh: -8%; PNC inhibitor: inconclusive; ALOX15B inhib: 21%

What do the screens show for `CCOc1ccc(NCC2CCOC(C)(C)C2)cc1` (stereo not drawn)?
IMPase cell inh: inconclusive; 12-hLO inh: -2%; PNC inhibitor: -13

Results for CCN1CCn2c3c(c4cc(Cl)ccc42)CCCC31 (stereo not drawn) ?
IMPase cell inh: -4; 12-hLO inh: -21%; PNC inhibitor: 12; ALOX15B inhib: 11%

How did Cc1ccc(/C=C/C(=O)Nc2nn[nH]n2)o1 do in these assays?
12-hLO inh: -5%; PNC inhibitor: 0

What do the screens show for `O=C(CN1C(=O)c2ccccc2C1=O)NCC1CCCO1` (stereo not drawn)?
IMPase cell inh: -1; 12-hLO inh: -9%; PNC inhibitor: -12; ALOX15B inhib: 2%

What do the screens show for `Cc1cc(NC(=O)CSc2nc(-c3ccc(F)cc3)cs2)no1`?
IMPase cell inh: 2; 12-hLO inh: -3%; PNC inhibitor: -13; ALOX15B inhib: 1%

How did CCOc1cc(S(=O)(=O)NCc2cccs2)ccc1Cl do in these assays?
IMPase cell inh: 2; 12-hLO inh: -6%; PNC inhibitor: 21; ALOX15B inhib: 1%

What do the screens show for `CCOc1ccc2[nH]c(=O)c(CN(Cc3nnnn3Cc3ccco3)C3CCCCC3)cc2c1`?
IMPase cell inh: 6; 12-hLO inh: inconclusive; PNC inhibitor: inconclusive; ALOX15B inhib: inconclusive

How did CCOC(=O)COc1ccc(S(=O)(=O)N2CCN(C(=O)OCC)CC2)cc1 do in these assays?
IMPase cell inh: 1; 12-hLO inh: 1%; PNC inhibitor: 21; ALOX15B inhib: -1%

Results for COc1cccc(OC(C)c2ccnc3nc(/N=C/N(C)C)nn23)c1 (stereo not drawn) ?
IMPase cell inh: 11; 12-hLO inh: 1%; PNC inhibitor: -15; ALOX15B inhib: -5%

How did c1ccc(CCn2nnnc2CN2CCCc3ccccc32)cc1 do in these assays?
IMPase cell inh: -3; 12-hLO inh: -11%; PNC inhibitor: 13; ALOX15B inhib: -5%

What do the screens show for `CCOC(=O)c1ccc(Nc2cc(C)nc(N3CCOCC3)n2)cc1`?
IMPase cell inh: 0; 12-hLO inh: 6%; PNC inhibitor: 9; ALOX15B inhib: 5%

Results for CCCCC(=O)NC(=S)NNS(=O)(=O)c1ccccc1 ?
IMPase cell inh: 9; 12-hLO inh: -3%; PNC inhibitor: -27

Results for CC(C)CN(CCOc1cccc(N2C(=O)C3=C(CCCC3)C2=O)c1)CC(C)C ?
12-hLO inh: 2%; PNC inhibitor: -27

What do the screens show for `O=C(COC(=O)CCNS(=O)(=O)c1ccc2c(c1)OCCO2)NC1CCCc2ccccc21` (stereo not drawn)?
IMPase cell inh: -4; 12-hLO inh: -3%; PNC inhibitor: -19; ALOX15B inhib: 0%

How did Cc1ccccc1-c1nc(NC2CCNCC2)c2ccccc2n1 do in these assays?
12-hLO inh: 1%; ALOX15B inhib: 21%

What do the screens show for `COc1ccc(-c2nn(C)c(=O)c3ccccc23)cc1NC(=O)Cn1nc(C)c2ccccc2c1=O`?
IMPase cell inh: -6; 12-hLO inh: 1%; PNC inhibitor: inconclusive; ALOX15B inhib: -1%[2.29 µM]

Results for O=[N+]([O-])c1cccc(-c2ccc(/C=N/NC(=S)Nc3ccccc3)o2)c1 ?
IMPase cell inh: 15; 12-hLO inh: -28%; PNC inhibitor: inconclusive; ALOX15B inhib: inconclusive

What do the screens show for `O=C(COC(=O)c1ccccn1)Nc1cccc(Cl)c1Cl`?
IMPase cell inh: 0; 12-hLO inh: -4%; PNC inhibitor: -14; ALOX15B inhib: -4%
